Source: PubChem (several laboratories)
M5 PAM – CHRM5 positive allosteric modulation | 0.3% of 360,000 active | CHO-K1 hM5, Fluo-8 calcium, ACh EC20 PAM; 0% = ACh EC20, 100% = ACh EC100 | AID 624038 | P08912 | activation, % at 3 µM;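 active means activation above the run cutoff, the mean activation of all test compounds plus 3 SD, cut at about 18% in these data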
Target sequence (P08912 whole entry, looked up): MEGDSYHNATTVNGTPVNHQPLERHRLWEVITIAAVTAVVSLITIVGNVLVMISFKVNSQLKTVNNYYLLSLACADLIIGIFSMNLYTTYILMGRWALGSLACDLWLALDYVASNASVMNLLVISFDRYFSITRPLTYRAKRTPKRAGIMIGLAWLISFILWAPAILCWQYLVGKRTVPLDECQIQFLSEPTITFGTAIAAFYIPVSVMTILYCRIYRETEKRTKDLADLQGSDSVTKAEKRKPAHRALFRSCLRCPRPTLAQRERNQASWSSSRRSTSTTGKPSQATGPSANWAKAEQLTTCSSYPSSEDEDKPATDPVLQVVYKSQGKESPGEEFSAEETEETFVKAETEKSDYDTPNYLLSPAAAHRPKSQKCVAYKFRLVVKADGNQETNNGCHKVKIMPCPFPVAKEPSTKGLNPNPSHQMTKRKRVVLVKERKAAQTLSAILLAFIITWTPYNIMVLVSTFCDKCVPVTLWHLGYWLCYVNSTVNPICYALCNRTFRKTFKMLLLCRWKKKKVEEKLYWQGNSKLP
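Test system: CHO-K1 hM5 cells / Doses: single-point, 3 µM nominal / Times: Post-acetylcholine fluorescence recording 140 s / Technique: Fluo-8 calcium fluorescence / Measure: Max/basal fluorescence ratio as % of EC20–EC100 ACh window / Benchmarks: low control EC20 acetylcholine (0%), high control EC100 acetylcholine (100%) / Replicates: one well per compound, no replicates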
M5 antag – CHRM5 antagonism in calcium assay | P08912 | CHO-hM5 cells, Fluo-8 calcium fluorescence, ACh EC80 | 0.59% of 360,000 active | inhibition, % at 3 µM | AID 624040;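 active means inhibition above a per-plate cutoff, the mean of that plate's test compounds plus 3 SD, cut at about 27% in these data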;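 further: 0% = acetylcholine EC80 with DMSO and 100% = DMSO without agonist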
TAAR1 agonist – human TAAR1 agonism; CHO RD-HGA16 TAAR1, Fluo-8 calcium fluorescence; vehicle wells 0%, saturating PEA agonist 100%; AID 624467; activation, % at 3 µM; 0.99% of 360,000 active; Q96RJ0;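 active means activation above the mean activation of all test compounds in the run plus 3 SD, cut at about 38% in these data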
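Repeats: no replicates (n 1) | Material: CHO-derived RD-HGA16 cells with stable Gα16 and human TAAR1 | Technique: Kinetic Fluo-8 calcium fluorescence | Schedule: 17-24 h seeding, 75 min 37 °C dye, 30 min RT | Evaluation: % activation from peak over basal fluorescence ratio, DMSO-to-PEA scaled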
TAAR1 antagonist – human TAAR1 antagonism; Q96RJ0; CHO RD-HGA16 TAAR1, Fluo-8 calcium fluorescence, antagonist; inhibition, % at 3 µM; 1.5% of 360,000 active; AID 624466;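 active means inhibition above a per-plate cutoff, the mean inhibition of test compounds on that plate plus 3 SD, cut at about 49% in these data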;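 further: 0% = DMSO plus EC80 beta-PEA response and 100% = DMSO alone without agonist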
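Test system – hTAAR1-expressing CHO RD-HGA16 cells, Gα16-coupled · Reagent – β-PEA at EC80 concentration, post-compound challenge · Compound dosing – 3 µM, single point · Timing – 140 s kinetic read after compound, 140 s after agonist · Detection – Fluo-8 intracellular calcium dye fluorescence, real-time kinetic reads · Control set – DMSO and EC80 PEA controls · Repeats – n of 1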
CRFR2-BP antag – antagonists of CRF-binding protein/CRF-R2 receptor complex; HEK293 CRF-R2/CRF-BP, CRF-induced calcium fluorescence; inhibition, % at 11.8 µM; 0.59% of 350,000 active; AID 588475;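 active means inhibition of the ligand-induced calcium signal above about 50% at the single tested concentration, limit read from the data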
M4 PAM – potentiates acetylcholine response at human M4 receptor. CHO-K1 hM4/Gqi5, Fluo-8 calcium fluorescence, ACh EC20; 0% = ACh EC20, 100% = maximal ACh. activation, % at 3 µM. 0.4% of 360,000 active. AID 624126;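 active means activation above its plate's cutoff, the mean activation of sample wells plus 3 SD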; further: some results filed as inactive read as strong as hits
Target sequence (P08173 whole entry, looked up): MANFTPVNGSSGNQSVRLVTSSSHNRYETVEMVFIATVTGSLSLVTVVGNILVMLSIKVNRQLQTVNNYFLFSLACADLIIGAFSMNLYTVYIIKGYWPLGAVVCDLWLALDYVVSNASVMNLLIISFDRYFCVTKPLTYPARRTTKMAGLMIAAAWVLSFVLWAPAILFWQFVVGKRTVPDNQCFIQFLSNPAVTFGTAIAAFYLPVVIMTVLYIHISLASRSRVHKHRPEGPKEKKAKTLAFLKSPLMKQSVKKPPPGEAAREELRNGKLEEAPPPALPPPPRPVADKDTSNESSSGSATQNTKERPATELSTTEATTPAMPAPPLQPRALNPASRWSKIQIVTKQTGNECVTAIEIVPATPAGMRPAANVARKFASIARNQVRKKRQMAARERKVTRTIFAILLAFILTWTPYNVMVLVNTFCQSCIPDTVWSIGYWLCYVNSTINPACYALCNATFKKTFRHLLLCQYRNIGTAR
CRFR2-BP ag – agonists of human CRF-binding protein/CRF-R2 receptor complex; HEK293 CRF-R2/CRF-BP, calcium dye fluorescence (FLIPR); percent of saturating CRF peptide response; activation, % at 13.2 µM; 0.46% of 350,000 active; AID 588473;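 active means activation of at least 50%, plus an integration ratio under a set limit after plate pattern correction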;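 further: plate controls were neutral control wells without compound for no effect and CRF at EC100 for full effect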
CHRM5 agonist – CHRM5 agonism in calcium assay | CHO-K1 hM5 cells, Fluo-8 calcium fluorescence; 0% DMSO wells, 100% maximal acetylcholine response | activation, % at 3 µM | 0.19% of 360,000 active | AID 624037 | P08912;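 active means activation above the run's mean over test compounds plus 3 SD, cut at about 23% in these data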;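 further: signal is peak over basal fluorescence ratio across the kinetic read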
CHO-K1 Ca PAM – counter-screen for M1 PAMs: effect in parental CHO-K1 cells; ATP EC20, Fluo-8 calcium fluorescence; 0% at ATP EC20, 100% at ATP max; activation, % at 3 µM; 0.02% of 360,000 active; AID 602247;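 active means activation above the run cutoff, the mean activation of all test compounds plus 3 SD, cut at about 40% in these data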;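 further: peak over basal fluorescence ratio in a 140 s read after ATP addition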
* marks the source's active call; other numbers are inactive results; . = no result given.

The line under a structure holds: M4 PAM	TAAR1 agonist	M5 antag	TAAR1 antagonist	CHRM5 agonist	M5 PAM	CHO-K1 Ca PAM	CRFR2-BP ag	CRFR2-BP antag
1	O=C(Nc1cccc(F)c1)Nc1ccc(Cl)cn1
→ 0	1	6	-4	2	-3	5	3.0	-17
2	Cc1nc(N)sc1-c1csc(Nc2ccc(S(N)(=O)=O)cc2)n1
→ 1	-1	-19	-11	6	-2	-1	1.2	3
3	Cc1nc(-c2nnc(-c3ccccc3)o2)c(C(F)(F)F)o1
→ -20	1	14	-29	0	-20	10	-0.7	2
4	COc1cccc(OC)c1C(=O)NCCc1ccccc1
→ 9	81*	-4	8	5	6	21	-0.6	3
5	COc1ccc(N(C(=O)c2cccnc2)S(=O)(=O)c2ccccc2)cc1
→ 0	6	-6	-5	-2	0	-2	-2.2	-3
6	COc1ccc(S(=O)(=O)Nc2ccccc2OC)cc1N=Nc1c(O)[nH]c(=S)[nH]c1=O
→ 3	3	12	-7	1	7	14	-1.2	20
7	CCOC(=O)C1=C(CSc2nccn2C)NC(=O)NC1c1ccc(OC)cc1 (stereo not drawn)
→ -6	4	-1	15	-1	1	18	-3.4	-4
8	COC(=O)c1ccc(C2/C(=C(\O)c3ccc(OC)c(C)c3)C(=O)C(=O)N2c2cc(C)on2)cc1 (stereo not drawn)
→ 7	18	3	6	-2	1	11	-0.1	14
9	O=C(Cn1nnc2ccccc2c1=O)N[C@H](C(=O)O)c1ccccc1
→ 0	4	2	-15	4	4	19	2.4	5
10	Cc1nn(Cc2c(F)c(F)c(F)c(F)c2F)c(C)c1NC(=O)c1nn(C)cc1Br
→ -2	1	-9	-18	-1	0	-2	-0.1	9
11	Cc1cc(O)ccc1NC(=O)c1ccccc1
→ 0	5	5	8	1	-3	8	-0.4	14
12	COc1ccc(CNC(=O)CN(c2ccc(C)cc2)S(=O)(=O)c2c(C)noc2C)cc1
→ -3	0	11	-12	-2	-7	-18	-0.7	10
13	COc1ccc(C=O)cc1Cn1ccnc1C
→ -3	2	-1	2	1	6	16	-0.5	7
14	CC(C)Sc1nc(N2CCOCC2)c2c(c1C#N)CC(C)(C)SC2
→ -7	1	-4	19	0	-6	31	0.7	-9
15	Cn1cccc([N+](=O)[O-])c1=O
→ 2	2	-1	-25	0	-2	-11	1.9	-13
16	CCOC(=O)c1cnn2c(C(F)F)cc(C3CC3)nc12
→ 10	-1	-6	-25	2	2	-1	-1.2	7
17	Cc1ccc(C(=O)Nc2ccc3ccccc3c2)cc1
→ -7	10	10	17	-4	-8	-3	0.7	-5
18	C[n+]1cccc(C2C(C#N)=C(N)Oc3c2ccc2ccccc32)c1 (stereo not drawn)
→ -3	1	6	-15	-2	2	20	2.5	-5
19	COc1ccc(NC(=O)Nc2c(C)n(-c3ccccc3)c(=O)n2C)cc1OC
→ 6	7	-1	-2	1	-2	11	1.4	-9
20	Cc1ccc(S(=O)(=O)NCC(=O)NNC(=O)c2ccccc2Cl)cc1C
→ 8	4	6	-3	1	1	16	0.1	1
21	CC(C)(C)NC(=O)C(c1ccncc1)N(C(=O)C1CSC(=O)C1)c1ccccc1 (stereo not drawn)
→ 1	3	6	16	-5	1	14	-1.1	11
22	O=C(NC1CCN(C(=O)N2c3ccccc3Sc3ccccc32)CC1)c1ccco1
→ -9	15	-2	31	-2	-6	-5	45	-2
23	O=C(NN1CCOCC1)c1ccccc1NS(=O)(=O)c1ccc(F)cc1F
→ 8	2	5	0	9	4	20	-0.3	2
24	Cc1c(C(=O)NCc2ccc3c(c2)OCO3)cccc1[N+](=O)[O-]
→ 4	0	-1	-8	-2	4	22	-3.5	16
25	COc1ccc(C2=NS(=O)(=O)N(C)C(C(=O)NC3CCCCC3)=C2)cc1
→ 10	3	-12	-14	2	3	6	-8.2	-53
26	Cc1ccsc1CNC1CCCCC1
→ 5	5	4	2	-4	5	2	0.2	-1
27	COc1ccc(OC)c(-n2c(-c3ccc(C)cc3)n[nH]c2=S)c1
→ 0	2	2	2	-6	4	24	-1.0	-6
28	COc1ccc(-c2c(-c3ccc(OCC(=O)NN)cc3O)n[nH]c2C)cc1
→ 3	-2	19	-6	-4	-9	22	0.0	-10
29	Cc1ccc(CSCC(=O)N/N=C/c2cccc(OC3CSC3)c2)cc1
→ -7	3	11	26	2	-8	12	3.2	-9
30	COc1ccc(-c2nnc(SCc3ccc(C(=O)O)cc3)o2)cc1OC
→ -3	3	0	-2	1	2	10	-1.1	13
31	CCOC(=O)C1=CN(Cc2cccc(-c3ccc4c(c3)OCO4)c2)S(=O)(=O)N(C)C1C (stereo not drawn)
→ -8	2	-2	35	0	-7	5	1.2	9
32	O=S(=O)(c1ccc2ccccc2c1)N1CCNCC1
→ -7	.	0	.	-1	-2	17	-1.2	6
33	CN(C)c1ccc(/C=N/NS(=O)(=O)c2ccc(Br)cc2)cc1
→ -6	1	-6	-16	1	9	0	-0.6	-2
34	O=C(O)c1cccc(NC(=O)c2ccccc2NC(=O)c2cccc([N+](=O)[O-])c2)c1
→ 0	0	19	-16	8	-7	-1	-1.1	10
35	Cc1ccc(S(=O)(=O)N(CC(=O)Nc2cccc([N+](=O)[O-])c2)C(=O)N2CCN(C)CC2)cc1
→ 5	0	0	0	4	-1	0	-0.3	-9
36	O=C(c1sc2cc([N+](=O)[O-])ccc2c1Cl)N1CCCCC1
→ -2	6	8	11	-1	-6	1	-2.9	-3
37	COC(=O)c1ccc(C[n+]2ccccc2)cc1
→ -3	0	0	2	-1	0	-6	-0.5	3
38	CCOc1c(Br)cc(C(=O)NCCCn2ccnc2)cc1OC
→ -5	1	-5	-6	-4	-1	5	0.4	-7
39	COC(=O)c1nn(-c2ccc(OC)cc2)ccc1=O
→ -1	7	4	-11	2	0	-1	-0.7	8
40	Cc1ccc(S(=O)(=O)N2CCC(C(=O)N[C@@H](C)C(=O)Nc3ccc(F)cc3)CC2)cc1
→ -12	-2	5	-28	-5	-1	13	-1.1	6
41	CSc1nc2nccc(-c3ccc(Cl)cc3)n2n1
→ 14	0	0	6	2	3	-7	-1.6	-8
42	O=C(Nc1ccc(N2CCN(Cc3ccccc3Cl)CC2)cc1)c1cccnc1
→ -12	15	6	21	5	-10	4	0.6	-39
43	O=C(Cn1c(=O)oc2cc(S(=O)(=O)N3CCCCCC3)ccc21)NC1CCCCC1
→ 17*	1	-7	-9	2	0	-5	3.6	-14
44	C#Cc1ccc(CN2CCCC(C(=O)Nc3ccccc3Oc3cccnc3)C2)cc1 (stereo not drawn)
→ -3	-2	1	3	-7	-2	16	0.6	9
45	O=C(CSc1nccn1Cc1ccc(F)cc1)NC1CCCC1
→ -2	0	-6	-17	-3	-1	23	0.8	-4
46	CCOC(=O)C1=C(N)OC2=C(C(=O)CCC2)C1c1sccc1C (stereo not drawn)
→ -1	-2	-4	-9	-3	7	-6	-0.7	-8
47	O=C(Nc1ccc(Cl)cc1Cl)c1cc2ccccc2o1
→ -1	2	0	-5	1	-7	-26	5.6	2
48	O=C(CCS(=O)(=O)c1ccccc1)Nc1nncs1
→ -4	2	13	-6	-2	-4	3	1.1	3
49	O=C(CSc1nc(-c2ccccc2)cc(=O)[nH]1)N1CCOCC1
→ 7	3	40*	-2	-4	1	3	0.7	-12
50	COc1ccc(OCCC(=O)OCC(=O)Nc2ccc(S(=O)(=O)N3CCOCC3)cc2)cc1
→ 5	7	-6	16	4	-4	-2	3.4	0
51	Cc1cccc(C(=O)Nc2cccc(C(=O)N3CCOCC3)c2)c1
→ 2	6	-11	18	0	-1	0	-0.3	7
52	COc1ccccc1CNC(=O)c1cc2ccccc2o1
→ -4	-2	2	-11	-4	-2	12	-5.2	6
53	CCOc1ccc2nc(N/C(N)=N/C(=S)Nc3ccc(OC)cc3)nc(C)c2c1
→ -2	-1	11	-6	2	4	6	-0.8	18
54	O=C(Nc1cccc2ncccc12)c1ccccc1[N+](=O)[O-]
→ -4	10	-13	3	-6	6	17	1.6	1
55	CC12CC(O)C3c4ccc(O)cc4CCC3C1CCC2=O (stereo not drawn)
→ 10	6	0	2	-2	2	22	0.5	3
56	CCC(CC)C(=O)N(C)c1c(C)nc2c(OCc3ccc(Cl)cc3)cccn12
→ 5	0	3	-7	-2	-7	6	.	.
57	Cc1cc(C(=O)Cn2nc(C(=O)O)c3ccccc3c2=O)c(C)n1CCc1ccc(Cl)cc1
→ -3	1	16	11	-1	-12	8	-0.5	-15
58	CCC1CCCCN1C(=O)COc1ccc2c3c(c(=O)oc2c1)CCC3 (stereo not drawn)
→ -7	5	-25	-5	9	-2	1	0.9	-4
59	COc1ccc(CCC(=O)Nc2ccc3c(c2)OCO3)cc1
→ -2	2	4	-9	1	0	-5	1.9	3
60	CC1CCN(C(=O)CC2C(=O)Nc3c2c(=O)n(C)c(=O)n3Cc2ccccc2)CC1 (stereo not drawn)
→ 6	8	1	-4	2	0	12	0.7	-19

Among those listed so far, three have bromine:
The line under a structure holds: M4 PAM	TAAR1 agonist	M5 antag	TAAR1 antagonist	CHRM5 agonist	M5 PAM	CHO-K1 Ca PAM	CRFR2-BP ag	CRFR2-BP antag
10	Cc1nn(Cc2c(F)c(F)c(F)c(F)c2F)c(C)c1NC(=O)c1nn(C)cc1Br
→ -2	1	-9	-18	-1	0	-2	-0.1	9
33	CN(C)c1ccc(/C=N/NS(=O)(=O)c2ccc(Br)cc2)cc1
→ -6	1	-6	-16	1	9	0	-0.6	-2
38	CCOc1c(Br)cc(C(=O)NCCCn2ccnc2)cc1OC
→ -5	1	-5	-6	-4	-1	5	0.4	-7

The list continues:
The line under a structure holds: M4 PAM	TAAR1 agonist	M5 antag	TAAR1 antagonist	CHRM5 agonist	M5 PAM	CHO-K1 Ca PAM	CRFR2-BP ag	CRFR2-BP antag
61	COc1ccccc1NC(=O)Nc1ccccc1C#N
→ -5	7	10	-5	1	-4	5	-4.3	17
62	Cc1ccc(NC(=S)NC(=O)Cc2ccccc2)c(O)c1
→ -8	66*	3	47	14	-8	12	-0.4	-20
63	Cc1ccc(C(=O)OCC(=O)c2c(N)n(C)c(=O)n(C)c2=O)cc1S(=O)(=O)N1CCOCC1
→ 4	3	-8	-5	3	4	16	0.9	1
64	O=C(CSc1nc(-c2ccco2)cc(C(F)(F)F)n1)NC1CCCCCCC1
→ 4	1	2	-22	-1	3	17	6.3	0
65	CSCCC(NC(=O)COc1ccccc1)C(=O)OCCOc1ccc(C)cc1 (stereo not drawn)
→ 6	1	8	9	-1	-6	9	-0.1	-2
66	Cc1ccc(OCc2nc3ccccc3n2C(C(=O)NC(C)(C)C)c2ccncc2)cc1 (stereo not drawn)
→ 3	0	9	-14	-4	-3	.	.	.
67	Cc1ccc(-c2nc3c(=O)n(C)c4ccccc4c3o2)cc1
→ 1	8	-2	9	0	0	11	-1.8	-4
68	O=C1CCC(/C=C/c2ccccc2)=NN1Cc1ccc(F)cc1
→ -3	1	8	-3	-4	-11	-8	-0.7	-25
